# Screening results from PubChem BioAssay.
# AmpC inh detg = blocks E. coli AmpC beta-lactamase in detergent assay; P00811; AmpC hydrolysis of nitrocefin, absorbance 480 nm, 0.01% Triton; Potency, µM (top dose mostly 114 µM), inactives show top-dose activity change, negative = inhibition, usual class: inhibitors; hit rate 0.041% among 370,000; AID 485294;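 also: potency is read from the fitted curve at half-maximal effect; 0% = no-compound wells and -100% = no-enzyme wells; nearly all actives have a fitted effect of over 25% in size; some results filed as inactive show a strong effect at the top dose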
# Target sequence (P00811 whole entry, looked up): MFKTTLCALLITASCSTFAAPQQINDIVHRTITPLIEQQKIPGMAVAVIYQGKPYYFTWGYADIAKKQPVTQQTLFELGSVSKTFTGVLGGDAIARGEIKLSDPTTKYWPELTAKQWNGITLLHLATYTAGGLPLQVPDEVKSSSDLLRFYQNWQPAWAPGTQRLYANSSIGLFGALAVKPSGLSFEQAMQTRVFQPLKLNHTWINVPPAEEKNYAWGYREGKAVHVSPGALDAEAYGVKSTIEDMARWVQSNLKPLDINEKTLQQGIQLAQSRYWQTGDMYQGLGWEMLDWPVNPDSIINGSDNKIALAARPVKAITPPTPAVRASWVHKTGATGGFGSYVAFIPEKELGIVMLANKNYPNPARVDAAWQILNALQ
#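 AmpC (5.3 nM in the dispensed reagent) in 20 mM phosphate pH 7.0 with 0.01% (detergent screen) or 0.0001% Triton X-100 was preincubated with compounds for 15 min at room temperature. Nitrocefin was then added from an 800 uM solution, and hydrolysis was followed at 480 nm.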
# AmpC no deterg = AmpC beta-lactamase inhibition without detergent. AID 485341. P00811. hit rate 0.52% among 330,000. AmpC nitrocefin hydrolysis, absorbance 480 nm, 0.0001% Triton. Potency, µM (doses to about 57.1 µM), for the others: at the highest dose activity change, negative = inhibition, hits mostly inhibitors;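 also: potency is read from the fitted curve at half-maximal effect; plate controls were no compound for no effect and no enzyme for full effect; nearly all actives have a fitted effect of over 20% in size; some results filed as inactive show a strong effect at the top dose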
#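 AmpC (5.3 nM in the dispensed reagent) in 20 mM phosphate pH 7.0 with 0.01% (detergent screen) or 0.0001% Triton X-100 was preincubated with compounds for 15 min at room temperature. Nitrocefin was then added from an 800 uM solution, and hydrolysis was followed at 480 nm.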
# Sm TGR block = blocks Schistosoma mansoni thioredoxin glutathione reductase; AID 485364; Q962Y6; purified TGR, DTNB reduction, TNB absorbance 405 nm; hit rate 3% among 360,000; Potency, µM (series often up to 114 µM), inactives show at the highest dose activity change, negative = inhibition, actives largely listed as inhibitors; also: potency is read from the fitted curve at half-maximal effect; nearly all actives have a fitted effect of over 60% in size
#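 TGR 20 nM + NADPH 100 uM (dispensed conc.), cpd preinc 15 min RT; start with NADPH (500 uM addition) then DTNB (15 mM addition). Kinetic TNB absorbance, 405 nm filter. Four-parameter Hill fit across titration.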
# TbPYK inhibitor = inhibitors of Trypanosoma brucei pyruvate kinase; Potency, µM (top dose mostly 76.8 µM), without a hit: top-dose activity, negative = inhibition, usual class: inhibitors; hit rate 0.12% among 410,000; Q57TT1; TbPYK enzyme, Kinase-Glo Plus ATP luminescence, 45 min; also: potency is read from the fitted curve at half-maximal effect; nearly all actives have a fitted effect of over 50% in size
#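 In this concentration-response screen, enzyme-free wells defined baseline while DMSO plates tracked drift. Each reaction combined TbPYK, substrate, compound and 130 uM ADP for 45 min at room temperature. Kinase-Glo Plus luminescence gave the signal.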
# AMA1-RON2 inh = inhibitors of Plasmodium falciparum AMA1-RON2 interaction; AlphaScreen AMA1-biotinylated RON2 peptide binding; Potency, µM (doses to about 58.2 µM), inactives show at the highest dose activity change, negative = inhibition, usual class: inhibitors; hit rate 0.2% among 360,000;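 also: potency is read from the fitted curve at half-maximal effect; 0% = vehicle wells and -100% = peptide control; nearly all actives have a fitted effect of over 45% in size; some results filed as inactive show a strong effect at the top dose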
#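 AMA1 (3D7) with his tag at 25 nM final met compounds first, then biotinylated RON2 peptide at 25 nM; detection used donor plus acceptor beads, 10 µg/mL apiece, read by AlphaScreen after 30 min at room temperature.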
# LmPK inh = LmPK (Leishmania mexicana) enzyme inhibition | purified LmPK, Kinase-Glo ATP luminescence, 1 h | Q27686 | hit rate 0.37% among 290,000 | Potency, µM (highest dose often 57.5 µM), inactives show at the top dose activity change, negative = inhibition, usual class: inhibitors; also: potency is read from the fitted curve at half-maximal effect
# Target sequence (Q27686 whole entry, looked up): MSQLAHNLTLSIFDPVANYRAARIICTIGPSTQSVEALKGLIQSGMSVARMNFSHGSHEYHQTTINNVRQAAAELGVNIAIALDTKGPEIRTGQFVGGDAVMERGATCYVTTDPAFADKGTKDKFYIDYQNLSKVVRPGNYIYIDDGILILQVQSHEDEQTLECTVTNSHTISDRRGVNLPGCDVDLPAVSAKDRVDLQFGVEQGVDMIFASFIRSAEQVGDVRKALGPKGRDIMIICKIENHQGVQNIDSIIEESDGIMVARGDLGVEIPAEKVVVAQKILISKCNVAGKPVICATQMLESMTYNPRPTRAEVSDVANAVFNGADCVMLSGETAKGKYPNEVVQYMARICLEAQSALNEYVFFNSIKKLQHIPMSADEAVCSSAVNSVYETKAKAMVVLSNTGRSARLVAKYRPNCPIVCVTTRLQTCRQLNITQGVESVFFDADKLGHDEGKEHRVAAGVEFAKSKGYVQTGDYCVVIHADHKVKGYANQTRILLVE
#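 In 50 mM imidazole pH 7.2 with 7 mM MgCl2, LmPK (0.1 nM) turned over PEP (0.5 mM) and ADP (0.1 mM) for 1 h at room temperature. Luciferase read-out of ATP.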
# HCMV antiviral = human cytomegalovirus inhibition; activity change, negative = inhibition, % at 57.5 µM; AID 1259415; HFF cells, HCMV-luciferase reporter, 72 h; active compounds read low; hit rate 4.5% among 410,000; in the data active = activity change below about -60%; inconclusive = no clear call, values can overlap the other calls; inactive = above about -39%
#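 Compounds were evaluated in HFFs infected with an HCMV luciferase reporter virus (MOI 1 PFU/cell). Luciferase in lysates collected 72 h post infection served as the replication measure.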
# Active calls of the source: *; ? = inconclusive; / = no result given; [ ] = dose if it differs, or a comment. Unless noted, calls follow the shape of the dose curve; as a rule, active = well fitted curve in the direction sought with a large enough effect; inconclusive = small, poorly fitted or top-dose-only effect, or another doubt; inactive = no such curve, though single readings can be large; an effect the other way counts as inactive or inconclusive. Unless noted, % is scaled to controls: 0 for no effect and ±100 for the full control effect.
# The first two compounds (preview)
# Order of results – AmpC inh detg, AmpC no deterg, Sm TGR block, TbPYK inhibitor, AMA1-RON2 inh, LmPK inh, HCMV antiviral
- COC(=O)c1sc(C(F)(F)F)c(-c2ccccc2)c1S(=O)(=O)N1CCCC1
→ 1%, 82%[activator], 25%, -5%, -3%, 5%, ?
- CCOc1ccccc1NC(=O)CSc1nnc(CNC(=O)c2cccs2)o1
→ -10%, -12%, 0%, -1%, -1%, -8%, -26

# All compounds of this part, from the first entry:
# Order of results – AmpC inh detg, AmpC no deterg, Sm TGR block, TbPYK inhibitor, AMA1-RON2 inh, LmPK inh, HCMV antiviral
- COC(=O)c1sc(C(F)(F)F)c(-c2ccccc2)c1S(=O)(=O)N1CCCC1
→ 1%, 82%[activator], 25%, -5%, -3%, 5%, ?
- CCOc1ccccc1NC(=O)CSc1nnc(CNC(=O)c2cccs2)o1
→ -10%, -12%, 0%, -1%, -1%, -8%, -26
- COc1ccc(CC(=O)Nc2ccccc2N2CCOCC2)cc1OC
→ 4%, 47%, -4%, 3%, -1%, 9%, 15
- Cc1ccc(S(=O)(=O)NCCN2CCNC2=O)cc1
→ 2%, -7%, 3%, 2%, -2%, 4%, 27
- Cc1cccc2sc(NC(=O)[C@@H]3CCCN3C(=O)c3cccs3)nc12
→ 2%, 1%, -2%, 0%, 7%, 2%, -24
- O=C(COC(=O)c1cncc(Br)c1)Nc1nc(-c2ccc(F)cc2)cs1
→ -3%, -56%, 0%, 3%, 5%, 1%, 17
- CN(C)S(=O)(=O)c1cccc(NC(=S)Nc2ccc3cn[nH]c3c2)c1
→ 0%, -34%, ?, -1%, 3%, 9%, -30
- CCn1c(SCC(=O)N2CCC(C)CC2)nc2c(c1=O)SCC2
→ -3%, -9%, 5%, 1%, -8%, 2%, 2
- CCCCOc1ccc(C(=O)N2CCN(CCc3ccccn3)CC2)cc1
→ 0%, /, -7%, 3%, /, /, -7
- NC(=O)Cc1ccc(C(=O)c2ccc(F)cc2)s1
→ -3%, -16%, -2%, -5%, -9%, 1%, -9
- Cc1cccc(N(C)C(=O)C(Cc2ccccc2)NS(=O)(=O)c2cccc3nsnc23)c1 (stereo not given)
→ 1%, /, 2%, -2%, /, /, -23
- CNC[C@@H]1OCc2cnnn2CCCC(=O)N([C@H](C)CO)C[C@H]1C
→ /, /, /, -2%, 2%, /, -2
- CN(C)c1ccc(-c2nnn(CC(=O)Nc3ccccc3N3CCOCC3)n2)cc1
→ -10%, 40%, -10%, 2%, -8%, 5%, 18
- Cc1c(-c2ccc(Br)cc2)[n+](=O)c2c(n1[O-])CCCCC2
→ -7%, -10%, 2%, 2%, 8%, -1%, -10
- Cc1cccc(N2C(=O)N3[C@H](c4ccc(Cl)cc4)[C@@H]4C(=O)N(C5CCCCC5)C(=O)[C@@H]4[C@]3(Cc3ccc(Cl)cc3)C2=O)c1
→ -8%, -1%, 13%, 1%, 15%, -2%, /
- CCCN(CCC)S(=O)(=O)c1ccc2c(c1)N(CC(=O)NC(C)c1ccccc1)C(=O)CS2 (stereo not given)
→ -7%, /, -2%, -2%[15.4 µM], /, /, 0
- COC(C[C@H]1O[C@@H]1[C@H](O)[C@H](C)OCc1ccccc1)OC
→ /, /, /, -2%, -1%, /, -34
- C/C(=C\C(=O)c1ccc(Cl)cc1Cl)N(C)C
→ -14%, -46%, -4%, -8%, -20%, 12%, -13
- CCOC(=O)c1cc2c(=O)n3ccccc3nc2n(CC2CCCO2)c1=NC(=O)c1ccc(OCC)cc1 (stereo not given)
→ 6%, /, -15%, 0%, /, /, 11
- Cc1ccccc1CN(C)C[C@H]1OCc2cnnn2CCCC(=O)N([C@@H](C)CO)C[C@@H]1C
→ /, /, /, 10%, 19%, /, -3
- C[C@@H](NC(=O)Cn1ccc(N)nc1=O)c1cccc2ccccc12
→ 5%, -4%, -24%, 1%, 5%, /, 10
- COc1ccc(NC(=O)N2CCCc3cccc(C)c32)cc1
→ -3%, -22%, 10%, 0%, 0%, 1%, -29
- Cc1cccc(-c2nnc3sc(-c4ccccc4)nn23)c1
→ -17%, -10%, -25%, 0%, -11%, -12%, -2
- O=C1CCC(=O)N1CC1CC2CCC1C2 (stereo not given)
→ 1%, -19%, 18%, 4%, 4%, -1%, -27
- Cc1ccc(NC(=O)C2(c3ccccc3)CCOCC2)c([N+](=O)[O-])c1
→ 1%, -7%, 5%, -7%, -11%, 1%, ?
- Cc1cc(NC(=O)CCC(=O)N(c2cccc(F)c2)C(C(=O)NC2CCCC2)c2ccncc2)no1 (stereo not given)
→ -11%, 12%, 4%, 4%, -11%, 3%, -20
- COC(=O)Nc1ccc(S(=O)(=O)N2CCC(C(=O)NC3CCCCC3)CC2)cc1
→ -2%, -5%, 11%, 6%, 1%, -7%, -12
- CC1CCCCC12NC(=O)N(CC(=O)Nc1ccc(Cl)c(S(=O)(=O)N3CCOCC3)c1)C2=O (stereo not given)
→ ?, -7%, 1%, -3%, -1%, /, -22
- CCOc1ccc(CCNC(=O)c2cc3c(-c4ccc(OC)c(OC)c4)nn(C)c3s2)cc1OCC
→ -8%, /, 7%, -6%, /, /, ?
- CCOc1ccc2nc(SCC(=O)Nc3ccc(S(=O)(=O)N4CCCC4)cc3)c(C)cc2c1
→ 11%, -21%, 2%, -8%, -12%, 1%, -2
- COc1cc(OCc2ccccc2)c(OC)c(OCc2ccccc2)c1
→ /, /, /, -12%, 30%[activator], /, 34
- CCCCN(C)CCNC(=O)c1c[nH]c2ccc(S(=O)(=O)N(CC)CC)cc2c1=O
→ -6%, -13%, -23%, 2%, -1%, -5%, -20
- CCOc1ccc(CC(=O)N/N=C(\C)c2cccnc2)cc1
→ 6%, -22%, 8%, 1%, 8%, 1%, -22
- CC(=O)Nc1ccccc1OCCOc1ccc(Br)cc1
→ ?, 2%[11.4 µM], 5%, -19%, 0%, 0%, -23
- COc1ccccc1/C=C\C(=O)NCC(=O)N/N=C(\C)Cc1ccccc1
→ 1%, -18%, -3%, 0%, 15%, 1%, 48
- Cc1cc(C)c(C(=O)CSc2nc3ccccc3c(=O)[nH]2)cc1C
→ ?, 18µM*, -6%, 5%, -1%, 7%, 46
- COC(=O)c1nc(NC(=O)c2ccc(F)cc2)n[nH]1
→ -2%, -11%, 28µM*, 0%, -3%, 8%, -3
- COc1ccc(NS(=O)(=O)c2cccc(C(=O)NCC(c3ccco3)N3CCCC3)c2)cc1 (stereo not given)
→ ?, -19%, ?, 1%, 69%[activator], /, -2
- O=C(NCC(=O)N(c1cccnc1)C(C(=O)NC1CCCCC1)c1cccnc1)c1ccco1 (stereo not given)
→ 3%, -22%, 31%, 4%, -18%, -1%, -10
- CC(=O)c1cccc(-n2c(=O)c3c4c(sc3n(CC(=O)c3ccccc3)c2=O)CN(C(C)=O)CC4)c1
→ 8%, /, 0%, 0%, /, /, 4
- O=C(OCc1ccccc1)N1CCC2CC1c1c(Cl)cccc12 (stereo not given)
→ /, /, /, 2%, 40%[activator], /, -26
- CC(C)NC(=O)c1ccc2c(c1)N(Cc1cccc(Cl)c1)C(=O)c1ccccc1S2=O (stereo not given)
→ 1%, /, 2%, 4%, /, /, ?
- CCCC(=O)Nc1ccc(Cl)c(NC(=O)c2ccc(Br)o2)c1
→ 1%, /, ?, 1%, -5%, 7%, -20
- COc1cc(C(=O)NCC2CCCO2)ccc1OCc1ccccc1 (stereo not given)
→ 3%, 45%, 5%, -6%, 5%, -2%, 55
- COc1cccc(N2C(=O)CC(N3CCC(c4nc5ccccc5[nH]4)CC3)C2=O)c1 (stereo not given)
→ -7%, 12%, -15%, -6%, 21%, -4%, -8
- Cc1nnc(SC(C)C(=O)Nc2ccc3c(c2)OCCO3)s1 (stereo not given)
→ -9%, -20%, -10%, -2%, -2%, 3%, -19
- COc1cccc(-c2cn3c(n2)sc2cc(C(=O)NC4CCCCCC4)ccc23)c1
→ -1%, /, -4%, -3%, /, /, /
- O=C(NCc1ccccc1)c1cccc(S(=O)(=O)N2CCCCC2)c1
→ -10%, -29%, 6%, 4%, -8%, -2%, 47
- COc1cccc(-c2cc(C(=O)N3CCN(c4ncccn4)CC3)c3ccccc3n2)c1
→ ?, 78%[activator], 7%, 8%, -4%, -1%, 67
- CCOc1ccc(C(=O)c2nc3c(n2O)CCCCC3)cc1
→ -13%, -17%, -3%, 5%, 55%[activator], 3%, 14
- O=C(NCCCl)NNC(=O)c1cc2ccccc2cc1O
→ 4%, -4%, 0%, -1%, 5%, 2%, 73
- COc1ccc(NC(=O)CCC(=O)N/N=C/c2cccnc2)cc1
→ -9%, -3%, 8%, 0%, 32%[activator], -2%, 2
- O=c1cc(Cl)[nH]c(=O)n1Cc1ccc(F)cc1
→ -1%, -30%, 4%, 8%, -4%, -1%, 0
- CC1CCN(C2=C(NS(=O)(=O)c3ccc(Cl)cc3)C(=O)c3ccccc3C2=O)CC1
→ -1%, ?, -12%, -6%, ?, -11%, -13
- CN(C)c1ccccc1C(=O)N1CCCC(Nc2ccc(F)cc2)C1 (stereo not given)
→ -2%, 33%, -28%, 15%, -1%, -4%, ?
- Cc1cccc(CS(=O)(=O)c2ncc(Cl)c(C(=O)Nc3c(C)cccc3C)n2)c1
→ 1%, -9%, 7.1µM*, -12%, 4%, -8%, ?
- CC(Oc1ccc(Br)cc1)C(=O)NC1CCN(Cc2ccccc2)CC1 (stereo not given)
→ ?, 27%, 10%, 1%, -4%, /, -28
- COc1ccc(NC(=O)CN(C)CC(=O)NCCc2ccc(F)cc2)cc1
→ -11%, -9%, 1%, 10%, 4%, /, -16
- CC(Nc1cc(N2CCNCC2)ccc1[N+](=O)[O-])c1ccccc1 (stereo not given)
→ 5%, 0%, 1%, -4%, ?, 5%, -18
- CCCCN(C)S(=O)(=O)c1ccc(C(=O)N(CCN(C)C)c2nc3ccc(C)cc3s2)cc1
→ -4%, -4%, 15%, 2%, -1%, -2%, -35
- COc1ccc(C2=NOC(Cn3nc(-c4ccccc4)cc3C(=O)NCc3ccccc3OC)C2)cc1 (stereo not given)
→ /, -23%, /, 1%, 4%, /, 21
- Cc1nc(-c2cccc(F)c2)sc1CCNC(=O)C(=O)Nc1ccc2c(c1)OCO2
→ -7%, /, -4%, 2%, /, /, 11

# Limited to AMA1-RON2 inh, for three of the compounds above:
molecule | AMA1-RON2 inh
Cc1nnc(SC(C)C(=O)Nc2ccc3c(c2)OCCO3)s1 (stereo not given) | -2%
COc1cc(C(=O)NCC2CCCO2)ccc1OCc1ccccc1 (stereo not given) | 5%
O=C(NCC(=O)N(c1cccnc1)C(C(=O)NC1CCCCC1)c1cccnc1)c1ccco1 (stereo not given) | -18%
